Source: PubChem BioAssay (National Center for Advancing Translational Sciences (NCATS))
Akt phos inh: Akt phosphorylation inhibition; activity change, % for hits at 50 µM; 360,000 compounds, 0.32% hits; Neuro2A IGF-stimulated pAkt S473 HTRF, 20 min; active compounds read low; AID 651550; in the data active = activity change below about -80%; inconclusive = mostly about -51% to -80%; also: % is scaled to controls: 0 for no effect and ±100 for the full control effect
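Single-point screen (50 µM final compound) in Neuro2A cells stimulated 20 min with 6 nM IGF at 37 deg C. After lysis, Ser473-phosphorylated Akt read by HTRF (ex 330 nm, em 615/665 nm) as the 665/615 ratio.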
Abeta yeast res: compounds reversing amyloid beta toxicity in yeast; yeast expressing A-beta42, growth rescue, OD600, 48 h; response scale: 0% DMSO, 100% iron-clioquinol control; Potency, µM (doses to about 46.1 µM), inactives show at the highest dose growth rescue, usual class: activators; 410,000 compounds, 0.063% hits; also: potency is read from the fitted curve at half-maximal effect; nearly all actives have a fitted effect of over 55% in size
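Yeast A-beta toxicity model in growth medium with pinned compounds, 48 h at 30 C; growth read as absorbance at 600 nm. Normalized to FeCl3/clioquinol equimolar mix (positive) and DMSO (negative).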
TDP43 rescue: inhibitors of TDP-43 toxicity in yeast. Potency, µM (highest dose often 46.1 µM), without a hit: top-dose growth rescue (activation), usual class: activators. 410,000 compounds, 1.8% hits. TDP-43 expressing yeast growth rescue, BacTiter-Glo, 24 h. AID 652104; also: potency is read from the fitted curve at half-maximal effect; % of control where 0% means no effect; nearly all actives have a fitted effect of over 50% in size
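Cell-based yeast growth screen: TDP-43 expression induced in galactose, inoculum OD600=0.02 after raffinose pregrowth to mid-log. Read-out BacTiter-Glo luminescence at 24 hr, 30 deg C; inhibition of toxicity seen as signal increase.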
GLP1R ag: activates the human GLP-1 receptor; 380,000 compounds, 0.007% hits; P43220; HEK293 GLP-1R CRE-luciferase, luminescence, 4-6 h; cells express a hypersensitive GLP-1R form; AID 624172; Potency, µM (series often up to 45.6 µM), inactives show at the highest dose activation, usual class: activators; also: potency is read from the fitted curve at half-maximal effect; % of control where 0% means no effect
Target sequence (P43220 whole entry, looked up): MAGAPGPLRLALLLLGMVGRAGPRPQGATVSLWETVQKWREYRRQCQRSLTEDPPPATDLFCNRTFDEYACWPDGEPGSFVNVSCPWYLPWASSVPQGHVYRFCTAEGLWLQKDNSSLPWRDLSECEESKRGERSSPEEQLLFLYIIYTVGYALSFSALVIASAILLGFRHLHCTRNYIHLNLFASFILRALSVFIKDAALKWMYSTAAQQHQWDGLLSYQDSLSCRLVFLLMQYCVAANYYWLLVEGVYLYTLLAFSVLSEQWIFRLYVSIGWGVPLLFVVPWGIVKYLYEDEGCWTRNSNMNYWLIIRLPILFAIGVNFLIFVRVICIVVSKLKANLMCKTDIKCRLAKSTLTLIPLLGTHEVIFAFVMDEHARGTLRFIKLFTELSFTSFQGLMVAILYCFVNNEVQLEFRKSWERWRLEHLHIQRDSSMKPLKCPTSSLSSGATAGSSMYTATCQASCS
PTHR1 ag: activates the human parathyroid hormone receptor PTHR1; Q03431; HEK293 GP2 PTHR1 cells, GloSensor cAMP luminescence, 1 h; Potency, µM (series often up to 115 µM), for inactives: at the highest dose activation, most hits filed as activators; 410,000 compounds, 0.075% hits; also: potency is read from the fitted curve at half-maximal effect; nearly all actives have a fitted effect of over 55% in size; some results filed as inactive show a strong effect at the top dose; inactives centre near -15; many of its hits are not listed in these tables
Target sequence (Q03431 whole entry, looked up): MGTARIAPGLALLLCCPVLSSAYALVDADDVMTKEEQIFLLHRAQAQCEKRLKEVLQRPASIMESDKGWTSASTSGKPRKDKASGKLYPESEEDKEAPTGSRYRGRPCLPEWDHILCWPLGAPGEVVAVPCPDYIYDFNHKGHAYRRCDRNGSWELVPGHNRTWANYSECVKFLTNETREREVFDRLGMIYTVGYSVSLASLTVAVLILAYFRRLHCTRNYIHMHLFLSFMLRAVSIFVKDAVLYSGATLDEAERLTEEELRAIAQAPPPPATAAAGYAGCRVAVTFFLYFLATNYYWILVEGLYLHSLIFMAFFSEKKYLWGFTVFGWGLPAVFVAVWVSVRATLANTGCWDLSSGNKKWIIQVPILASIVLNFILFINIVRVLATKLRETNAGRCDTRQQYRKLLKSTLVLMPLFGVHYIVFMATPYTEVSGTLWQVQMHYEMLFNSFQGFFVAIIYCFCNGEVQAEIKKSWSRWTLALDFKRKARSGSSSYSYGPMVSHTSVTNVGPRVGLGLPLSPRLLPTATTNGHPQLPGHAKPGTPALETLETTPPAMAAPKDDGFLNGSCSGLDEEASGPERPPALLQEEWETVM
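HEK-293-derived GP2 cells expressing PTHR1 and a GloSensor cAMP reporter, 3,000/well, plated overnight, given luciferin plus IBMX (each 0.5 mM as added) for 1 h at 37 °C, then compound for 1 h at 37 °C. Luminescence was read after 15 min at room temperature.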
FUS yeast rescue: rescues growth of FUS-expressing yeast; S. cerevisiae FUS-expressing, growth rescue, OD600, 24 h; Potency, µM (titrated, usually from 76.6 µM), without a hit: top-dose growth rescue (activation), most hits filed as activators; 390,000 compounds, 0.24% hits;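 also: potency is read from the fitted curve at half-maximal effect; plate controls were DMSO vehicle for no effect and reference control for full effect; nearly all actives have a fitted effect of over 55% in size; some results filed as inactive show a strong effect at the top dose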
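Quantitative HTS measuring growth restoration of FUS-toxic yeast. Galactose-induced cells (OD 0.005) were exposed 24hr at 30C to compounds at several concentrations, then absorbance at 600 nm was recorded.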
D3 antag: blocks the human D3 dopamine receptor | P35462 | D3R cells, DiscoveRx beta-arrestin luminescence, antagonist mode; active compounds read low | max response, negative = inhibition, % | 360,000 compounds, 2.5% hits | AID 652054; in the data active = max response below about -50%; inconclusive = no clear call, values can overlap the other calls; also: % is scaled to controls: 0 for no effect and ±100 for the full control effect; mostly tested at two doses, the higher about 12 µM
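Cells expressing the human receptor were seeded at 1500 cells/well, incubated overnight at 37 degrees C in 5% CO2, then exposed to library compounds with dopamine controls for 90 minutes at 37 degrees C before luminescent detection.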
GLP1R inv ag: GLP-1 receptor (human) inverse agonism; Potency, µM (titrated, usually from 38.3 µM), inactives show top-dose activity change, negative = inhibition, actives largely listed as inhibitors; P43220; HEK293 GLP-1R CRE-luciferase, luminescence, 24 h; GLP-1R form is constitutively active; 410,000 compounds, 1.6% hits; AID 624417; also: potency is read from the fitted curve at half-maximal effect; % is scaled to controls: 0 for no effect and ±100 for the full control effect; nearly all actives have a fitted effect of over 55% in size
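HEK293 cells stably co-expressing a cAMP-responsive luciferase reporter and constitutively active GLP-1R were seeded, incubated 12 h, then exposed to compounds for 24 h at 37 C. Luminescence was read 12 min after detection reagent; inverse agonists lower signal.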
aSyn rescue: alpha-synuclein toxicity inhibition in yeast; Potency, µM (doses to about 46.1 µM), without a hit: at the top dose growth rescue (activation), hits mostly activators; Yeast expressing alpha-synuclein, growth rescue, BacTiter-Glo, 24 h; 370,000 compounds, 0.14% hits; also: potency is read from the fitted curve at half-maximal effect; % of control where 0% means no effect; nearly all actives have a fitted effect of over 65% in size
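Rescue of yeast growth: cells expressing toxic alpha-synuclein, induced in galactose at OD600 0.02, incubated with compound 24 h at 30 C. ATP luminescence quantified growth; inhibitors of toxicity appear as activators.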
Active calls of the source: *; i = inactive; ? = inconclusive; nt = not tested or not shown; & = joins results of further samples; [ ] = another dose, or the depositor's remark. Unless noted, calls follow the shape of the dose curve; as a rule, active = well fitted curve in the direction sought with a large enough effect; inconclusive = small, poorly fitted or top-dose-only effect, or another doubt; inactive = no such curve, though single readings can be large; an effect the other way counts as inactive or inconclusive.

SMILES	Akt phos inh	Abeta yeast res	TDP43 rescue	GLP1R ag	PTHR1 ag	FUS yeast rescue	D3 antag	GLP1R inv ag	aSyn rescue
Cc1c(NC(=O)c2ccccc2NC(=O)COc2ccccc2)cccc1C(=O)O	i	5%	9%	-4%	0%	20%	0	-21%	-6%
Cc1ccc2c(c1)c(C)c(C)n2CC(O)Cn1nnc2ccccc21 (configuration not stated)	i	10µM*	?	0%	-5%[57.5 µM]	?	12	?	?
COC(=O)c1ccc(NC(=O)CSC2=NC(=O)C(c3ccccc3)C(=O)N2)cc1 (configuration not stated)	i	-9%	0%	-6%	i	0%	1	3%	-6%
Cc1nc(Cl)c(S(N)(=O)=O)c(C)c1Cl	i	12%	-15%	11%	i	-5%	-5	32%[activator]	0%
Fc1ccccc1COc1cccc2cccnc12	i	-35%[inhibitor]	-13%	28%	-12%	14%	-6	-24%	1%
COc1ccc(N2CCN(C(=O)c3cc4c(s3)-c3ccccc3OC4)CC2)cc1	i	1%&-9%	15%&17%	-6%	-19%&-19%	-13%&-9%	11	-4%&3%	-2%
Cc1cccc(-n2ncc(C(=O)N3CCN(C4CCCCC4)CC3)c2C2CCN(C(=O)OC(C)(C)C)CC2)c1	nt	-2%	-10%	nt	i	12%	nt	-5%	nt
Cc1nnc(N2CCCC(C(=O)NCCc3ccccc3)C2)c2nn(-c3ccccc3)c(C)c12 (configuration not stated)	nt	-5%	6%	nt	i	-11%	nt	10%	nt
CCCCn1c(N)c(N(CC(C)C)C(=O)c2cc(-c3ccco3)nc3ccccc23)c(=O)[nH]c1=O	i	-8%	22%	1%	-14%	8%	2	30%[activator]	-2%
Cc1cc(NC(=O)CSc2nc3ccccc3n2CC(=O)N2CCC(C)CC2)no1	i	-4%	-2%	1%	i	2%	29	19%	-13%
CCC(CC)COC(=O)C1=C(C)NC(=O)NC1c1ccc(OC)cc1 (configuration not stated)	i	8%	0%	15%	i	21%	4	?	8%
C[C@H](CO)N1C[C@H](C)[C@@H](CN(C)C(=O)CC2CC2)Oc2cc(Br)ccc2S1(=O)=O	i	1%	18%	2%	i	13%	-20	6%	-2%
COc1ccc(NCc2cc3cc4c(cc3n(CC(=O)Nc3ccc(C)cc3)c2=O)OCO4)cc1	nt	-19%	-6%	-3%	-8%	14µM*	nt	-12%	-1%
CS(=O)(=O)c1ccc2nc(NC(=O)c3cccc(Cl)c3)sc2c1	i	-15%	-22%	6%	-17%	40%	-10	16%	-5%
CCN1CCN(C(=S)c2ccc(-c3ccccc3)cc2)CC1	i	-7%	0%	0%	-9%	-6%	?	-2%	7%

Among those listed so far, these contain a Cl atom.
SMILES	Akt phos inh	Abeta yeast res	TDP43 rescue	GLP1R ag	PTHR1 ag	FUS yeast rescue	D3 antag	GLP1R inv ag	aSyn rescue
Cc1nc(Cl)c(S(N)(=O)=O)c(C)c1Cl	i	12%	-15%	11%	i	-5%	-5	32%[activator]	0%
CS(=O)(=O)c1ccc2nc(NC(=O)c3cccc(Cl)c3)sc2c1	i	-15%	-22%	6%	-17%	40%	-10	16%	-5%

Additional records
SMILES	Akt phos inh	Abeta yeast res	TDP43 rescue	GLP1R ag	PTHR1 ag	FUS yeast rescue	D3 antag	GLP1R inv ag	aSyn rescue
COc1ccc(C(=O)Cn2c(Br)nc3c2c(=O)n(C)c(=O)n3C)cc1	i	-12%	-25%	-6%	i	15%	-6	-12%	1%
COc1ccc(-n2cc(CNCCCn3ccnc3)c(-c3ccccc3Cl)n2)cc1	i	-10%	5%	14%	-11%	3%	?	?	0%
Cc1ccccc1OCC(=O)Nc1ccc(C(=O)Nc2ccccc2C(=O)O)cc1	i	7%	-3%	-6%	-3%	-8%	54	6%	1%
COc1ccccc1Nc1ccc([N+](=O)[O-])cn1	i	-14%	-19%	7%	i	21%	3	-6%	3%
N=c1c(C(=O)NCc2ccco2)cc2c(=O)n3ccccc3nc2n1C1CCCC1	i	-4%	-14%	4%	-1%	27%	4	8%	-4%
COc1ccc(C2=NN(C(=O)c3ccccc3C(=O)O)C(c3ccccc3O)C2)cc1 (configuration not stated)	i	-14%	1%	14%	-2%	?	-28	8%	0%
Cc1cc(C)c(N=C2SCC(=O)N2Cc2ccco2)c(C)c1	i	-33%	15%	9%	-4%	15%	-25	?	1%
COc1ccccc1/C=N/NC(=O)c1ccccc1Cl	i	-7%	-9%	1%	-32%[inhibitor]	-4%	-21	7%	-2%
CCN(CC)C(=O)Cn1c(=O)n(-c2ccc(CC(=O)NCc3ccccc3)cc2)c(=O)c2sccc21	i	5%	19%	0%	-9%	5%	13	0%	1%
CCc1ccc(-n2nc(C)c3c(C(=O)Nc4cc(C)c(Cl)cc4OC)cc(C)nc32)cc1	nt	-14%	11%[9.22 µM]	nt	-28%	-13%	nt	-5%	nt
COc1cccc(CN(C)C(=O)c2cccc(S(=O)(=O)N3CCN(c4ccc(F)cc4)CC3)c2)c1OC	i	4%	3%	13%	-26%	40%	0	?	12%
Cc1ccc(N2CC(c3nc4ccccc4n3C)CC2=O)cc1 (configuration not stated)	i	-9%	6%	9%	i	-1%	0	14%	1%
Cc1ccc(CNc2nc(-c3ccco3)nn2S(C)(=O)=O)cc1	nt	?	?	nt	i	-18%	nt	19%	nt
CCn1ccc2cc(S(=O)(=O)N3CCCN(C(=O)Nc4ccc(C)cc4Cl)CC3)ccc21	nt	-3%	27%	15%	i	?	nt	-13%	0%
Cc1ccc(/C=C/C(=O)OCC(=O)NCCN2C(=O)CSC2=O)cc1	i	-11%	-26%	10%	19%	5%	-15	-27%	-3%
O=C(c1ccc(O)cc1)c1ccc(Cl)cc1	i	-36%[inhibitor]	11µM*	28%	-32%	-10%	-8	-15%	10%
N#Cc1ccc(COC(=O)CN2C(=O)NC3(CCCC3)C2=O)cc1	i	12%	-7%	-3%	-12%	8%	-5	5%	-1%
COc1ccc(N(CC(=O)Nc2c(C)n(C)n(-c3ccccc3)c2=O)S(=O)(=O)c2ccc(C)cc2)cc1	i	4%	-21%	11%	-10%	15%	-16	?	-1%
NC(N)=NS(=O)(=O)c1ccc(N/C=C\C(=O)c2ccncc2)cc1	i	-16%	-5%	4%	i	18%	6	0%	2%
CCN(c1ccccc1)S(=O)(=O)c1ccc(NC(=O)c2nc(SC(C)C)ncc2Cl)cc1	nt	-8%	-2%	nt	i	43%	nt	?	nt
CC(=O)Nc1ccc(SC[C@H](Cc2ccccc2)N2CC[C@@H](O)CCC2=O)cc1	i	-13%	-12%	-6%	i	1%	-2	5%	-3%
CSc1ncnc2[nH]ccc12	i	-11%	19%	5%	-19%	-7%	-7	6%	11%
O=C(c1ccc(F)cc1)C(C(=O)N1CCCCC1)n1ccccc1=O (configuration not stated)	i	11%	4%[0.397 µM]	1%	i	2%	-11	18%	2%
CCOC(=O)CSc1nnc(CNc2ccccc2Cl)n1-c1ccccc1	i	10%	16%	-2%	i	45%	14	?	1%
Cc1cccc(NC(=O)c2cc[n+]([O-])cc2)c1C	i	7%	6%	5%	i	-13%	-13	5%	-1%
COc1ccc(-c2c[n+]3c4n2CCCCC4=C(c2ccc(Br)cc2)C3)cc1	i	0%	-26%	-1%	i	?	-4	?	-4%
CC(=O)NCCn1ccc2ccccc21	i	5%	5%	-10%	i	-6%	19	1%	1%
Cc1ccc(Cn2ncc3c(NCCCN(C)C)ncnc32)cc1	i	-1%	7%	0%	i	-15%	1	?	3%
CCCC(=O)Nc1c(-c2cccc(OC)c2)c(=O)c2ccccc2n1C	i	-4%	0%	-5%	11%	-17%	13	-14%	-1%
OC(c1ccc(Cl)cc1)c1nccc2ccccc12 (configuration not stated)	i	21%	-15%	4%	i	7%	-9	?	2%
C[C@@H]1CN(C(=O)c2nc3ccc(Cl)cn3c2CNCC[C@@H]2C[C@@H]3C=C[C@H]2C3)C[C@H](C)O1	i	3%	2%	15%	i	14%	-13	?	1%
COc1ccc2ccccc2c1/C=N/NC(=O)c1cccc(C)c1	i	6%	-18%	14%	-1%	4%	?	-21%	3%
CCOC(=O)N1CCN(C(=O)c2cccc(OC)c2OC)CC1	i	17%	1%	-5%	i	-5%	6	11%	4%
O=C(CSC1=NCCS1)Nc1ccccc1F	i	11%	?	-19%	-38%[inhibitor][57.5 µM]	8%	-3	-20%	0%
CN1OC[C@@H]2CN(Cc3ccc(Cl)cc3)[C@H](c3ccc(N4CCCCC4)cc3)C[C@@H]21	i	-10%	11%	4%	-23%	-12%	-3	?	-1%
CCOc1ccc(N/C=C/C(=O)c2ccccc2)c([N+](=O)[O-])c1	i	-20%	-34%[inhibitor]	-4%	i	5%	-14	?	-11%
CSCCC(=O)N1CCCC(N2CCN(c3cccc(C(F)(F)F)c3)CC2)C1 (configuration not stated)	i	10%	16%	16%	-14%	-18%	-1	-27%	0%
CC1CCC2(CC1)NC(=O)N(CC(=O)Nc1cccc(C#N)c1)C2=O (configuration not stated)	i	7%	10%	-8%	-14%	-12%	0	-24%	-2%
c1ccc(-c2ccccc2OCCCN2CCOCC2)cc1	i	-3%	3%	-7%	i	-34%	0	-27%	0%
Cc1nn(-c2ccccc2)c(C)c1NC(=O)COC(=O)c1ccc(O)cc1O	i	4%	-4%	-1%	-1%	4%	40	-29%	-3%
COc1cc(C(CC(=O)Nc2ccc(F)cc2F)N2Cc3ccccc3C2=O)cc(OC)c1OC (configuration not stated)	nt	-10%	8%	20%	-22%	9%	nt	33%[activator]	?
CC(=O)Nc1ccc(-c2nn[nH]n2)cc1	i	-6%	13%	-4%	i	-16%	6	2%	0%
COc1ccc(/C=C2/SC(=S)N(n3c(C)ccc3C)C2=O)cc1	i	10%	-15%	-7%	-20%	32%	18	?	-1%

An excerpt, so the mix of outcomes need not match the whole.
